Source: PubChem (several laboratories)
Shn3 3UTR inh = reduction of Shn3 3'UTR firefly luciferase signal, primary screen, Schnurri-3 inhibitor project, cell-based, Clone20 osteoblasts, set 2; actives 0.52% (n = 360,000); inhibition, % at 12.5 µM; Clone20 osteoblast Shn3 3'UTR firefly luciferase, 24 h;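 active means mean inhibition of at least 75% with every replicate also reaching 75%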;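 further: 0% = median of neutral control wells and 100% = pilot-screen positive control compound; some compounds past the cut are filed as inactive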
LRH-1 inv ag = LRH-1 (NR5A2) inverse agonists, primary screen, cell-based, luminescence, HEK293T, StAR-luciferase reporter; Nuclear receptor subfamily 5 group A member 2 (Homo sapiens), O00482; LRH-1 transfected, 24 h; inhibition, % at 3.6 µM; actives 0.13% (n = 360,000); AID 602396, 2012;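 active means inhibition above the mean inhibition of all tested compounds plus 3 SD, cut at about 73% in these data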;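 further: 0% = DMSO wells and 100% = reporter-only cells lacking LRH-1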
Target sequence (O00482 whole entry, looked up): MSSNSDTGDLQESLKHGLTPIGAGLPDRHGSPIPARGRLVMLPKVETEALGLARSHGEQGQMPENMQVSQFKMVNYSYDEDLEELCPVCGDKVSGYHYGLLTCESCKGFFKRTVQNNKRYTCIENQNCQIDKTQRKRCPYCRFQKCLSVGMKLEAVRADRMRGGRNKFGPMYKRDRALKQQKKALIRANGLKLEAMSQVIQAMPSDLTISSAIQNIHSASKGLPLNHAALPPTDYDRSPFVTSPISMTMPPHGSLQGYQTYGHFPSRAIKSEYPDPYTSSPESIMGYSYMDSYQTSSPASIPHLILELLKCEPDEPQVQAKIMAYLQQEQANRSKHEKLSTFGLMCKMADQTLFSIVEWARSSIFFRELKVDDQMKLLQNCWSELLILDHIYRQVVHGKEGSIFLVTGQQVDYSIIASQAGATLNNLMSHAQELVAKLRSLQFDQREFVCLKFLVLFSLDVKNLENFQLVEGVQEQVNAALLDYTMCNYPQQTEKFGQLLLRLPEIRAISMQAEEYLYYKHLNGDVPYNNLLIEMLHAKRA
TROY NFkB inh = inhibitors of TROY-driven NF-kB signaling, primary screen, Q293 LMP1-TROYcd cells, NF-kB luciferase, uHTS; AID 1347056, 2019; Q293 LMP1-TROYcd NF-kB luciferase reporter, 4 h; inhibition, % at 10 µM; actives 0.98% (n = 360,000);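 active means compounds whose plate-normalised and pattern-corrected inhibition of the luciferase reporter signal at the single screening dose is 50% or more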
SRC1 inh = SRC1 coactivator transcriptional activity inhibitors, primary screen, cell-based, luminescence; inhibition, % at 3.6 µM; actives 0.12% (n = 360,000); HEK293 GAL4-SRC1 luciferase reporter;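 active means inhibition above the campaign mean plus 3 SD, with each screening campaign given its own cutoff, cut at about 60% in these data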;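 further: 0% = DMSO treated cells and 100% = gossypol at 36 µM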
TWEAK Fn14 block = inhibitors of TWEAK-Fn14 signaling, primary screen, luciferase reporter cells, uHTS; inhibition, % at 10 µM; TWEAK-stimulated Fn14 reporter cells, luciferase luminescence, 8 h; AID 1159606, 2016; actives 2% (n = 360,000); in the data active means inhibition above about 50%
KKLEB tox = cytotoxicity in KKLEB CF airway cells, primary screen, cytotoxicity control for CF NF-kB inhibitor project, cell-based, uHTS, fluorescence assay plates. activity change (cytotoxicity), % at 5 µM. KKLEB CF airway cells viability, ATPlite luminescence, overnight; active compounds read low; cells stimulated with P. aeruginosa culture filtrate. actives 0.36% (n = 360,000);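 active means corrected activity change at or below -50% at 5 µM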
SRC3 inh = SRC3 coactivator transcriptional activity inhibitors, primary screen, cell-based, luminescence | Nuclear receptor coactivator 3 (Homo sapiens), Q9Y6Q9 | HEK293 GAL4-SRC3 luciferase reporter | inhibition, % at 3.6 µM | actives 0.17% (n = 360,000) | AID 588352, 2011;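 active means inhibition above a per-campaign cutoff, the mean of all compounds plus 3 SD, cut at about 60% in these data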;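 further: 0% = DMSO-treated cells and 100% = gossypol-treated cells at 36 µM; higher means less SRC3-driven luciferase light from the GAL4 reporter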
CF NFkB inh = inhibitors of PAF-induced NF-kB signaling, primary screen, cell-based, GFP fluorescence, uHTS; KKLEB NF-kB-GFP reporter, GFP fluorescence overnight; inhibition, % at 5 µM; actives 0.86% (n = 360,000); AID 588850, 2011;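 active means at least 50% inhibition at 5 µM, scaled per plate between neutral and stimulator controls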;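 further: PAF is a Pseudomonas aeruginosa culture filtrate used as stimulus; plate controls were PAF-stimulated DMSO wells for no effect and unstimulated DMSO wells for full effect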
COUP-TFII inh = NR2F2 transcriptional activity inhibitors, primary screen, cell-based, luciferase reporter, HEK293T, luminescence. inhibition, % at 8.6 µM. HEK293T NGFI-A luciferase reporter. actives 0.7% (n = 370,000). AID 686940, 2013. COUP transcription factor 2 (Homo sapiens), P24468;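 active means inhibition above a per-plate cutoff, mean inhibition of test wells between control levels plus 3 SD, cut at about 38% in these data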;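 further: cells cotransfected with COUP-TFII expression vector driving the NGFI-A reporter; 0% = median of COUP-TF2 test wells and 100% = reporter-only cells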
Target sequence (P24468 whole entry, looked up): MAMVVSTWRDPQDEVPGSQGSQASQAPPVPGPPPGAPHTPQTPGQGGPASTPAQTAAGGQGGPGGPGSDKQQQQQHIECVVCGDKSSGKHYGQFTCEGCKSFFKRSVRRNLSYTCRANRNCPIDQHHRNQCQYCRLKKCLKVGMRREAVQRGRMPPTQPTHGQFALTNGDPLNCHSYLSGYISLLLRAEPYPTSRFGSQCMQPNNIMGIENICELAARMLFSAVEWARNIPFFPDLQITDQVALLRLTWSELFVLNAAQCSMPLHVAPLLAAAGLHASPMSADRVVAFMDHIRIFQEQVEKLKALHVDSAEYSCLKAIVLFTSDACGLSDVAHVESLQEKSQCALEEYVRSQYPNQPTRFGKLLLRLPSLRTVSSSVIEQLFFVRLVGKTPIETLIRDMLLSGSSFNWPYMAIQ
EBV LMP1 NFkB = EBV LMP1-driven NF-kappaB luciferase reporter inhibitors, primary screen, cell-based, luminescence, single point | AID 504558, 2011 | actives 0.69% (n = 350,000) | LMP1-induced NF-kappaB luciferase reporter cells | inhibition, % at 12.5 µM; in the data active means inhibition above about 41%;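 further: 0% = neutral control wells and 100% = reference inhibitor control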
C8 TRAIL sens = viability loss with TRAIL in NB7+C8 cells, primary screen, TRAIL sensitizer project, cell-based, ATPlite luminescence. inhibition (viability loss, TRAIL sensitization), % at 10 µM. actives 1% (n = 360,000);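 active means compounds causing at least 50% loss of cell viability in the single-dose screen, relative to plate controls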
The depositor's hits bear a star; nt = no result given.

SMILES	Shn3 3UTR inh	LRH-1 inv ag	TROY NFkB inh	SRC1 inh	TWEAK Fn14 block	KKLEB tox	SRC3 inh	CF NFkB inh	COUP-TFII inh	EBV LMP1 NFkB	C8 TRAIL sens
CSc1ccccc1NC(=O)CSCc1ccc(C)cc1	-3.2	3.7	1.8	0.5	5.9	-5.3	2.0	1.6	-1.2	-9.7	14.6
Cc1ccc(C2=NN(CCC#N)C(=O)CO2)cc1	2.0	-14.6	12.6	-15.9	9.3	5.5	5.8	1.9	0.1	-4.5	-20.1
O=C(NCc1cccnc1)c1cc(C2CCCCN2C(=O)CCc2ccccc2)on1 (stereo unspecified)	9.4	22.5	-3.6	1.9	15.2	10.0	7.6	-23.8	0.1	nt	-26.1
CCOC(=O)Cn1c2ccccc2c2nc3ccccc3nc21	-8.5	-6.4	-48.1	-10.0	5.8	-8.1	-6.2	-12.2	4.0	-7.7	-16.7
Cc1cc(C)cc(NC(=O)CSc2nnc(-c3ccncc3)o2)c1	18.5	1.0	-15.3	-4.4	-4.0	11.5	6.4	-0.7	-32.9	-5.2	8.1
CCOC(=O)CCC(=O)O[C@H]1[C@H](O[C@@H]2[C@@H](C)[C@H](O[C@H]3C[C@@](C)(OC)[C@@H](O)[C@H](C)O3)[C@@H](C)C(=O)O[C@H](CC)[C@@](C)(O)[C@H](O)[C@@H](C)C(=O)[C@H](C)C[C@@]2(C)O)O[C@H](C)C[C@@H]1N(C)C	-9.8	-0.3	-17.0	8.5	-2.8	3.3	-20.5	-17.4	6.3	-2.9	-2.5
COc1ccc(CCNC(=O)c2ccc(-c3ccc([N+](=O)[O-])cc3)o2)cc1OC	20.8	9.7	-9.7	-11.8	5.9	-8.6	10.7	-21.1	36.2	10.1	27.1
Cc1ccc(C)c(-n2nnnc2Sc2nnnn2-c2ccccc2)c1	1.7	15.2	53.1*	-1.3	101.1*	-68.3*	8.4	92.0*	-30.1	13.1	46.8
O=C(CCNC(=O)c1ccc(Cl)cc1)Nc1ccc(Cl)cc1F	-11.2	1.6	-33.0	5.6	-25.7	-4.6	5.0	-3.6	11.8	-0.9	-8.0
COc1ccccc1NC(=S)NCc1ccc(S(N)(=O)=O)cc1	3.6	9.7	5.7	14.3	-8.8	-3.0	22.9	0.5	-9.2	-8.0	-6.8
Cc1ccc(C)c(S(=O)(=O)N/N=C/c2cccnc2)c1	-8.4	-12.4	17.2	-9.8	-8.4	5.8	9.4	-8.8	6.0	-6.1	-1.5
COc1ccc(C(CNC(=O)c2ccc(S(=O)(=O)Nc3ccc(F)cc3)cc2)N(C)C)cc1 (stereo unspecified)	19.9	8.5	-5.6	-36.0	-8.1	-21.7	-12.3	13.1	5.9	0.6	-6.6
COc1ccc(-c2cc3nc(-c4ccccc4)cc(N4CCN(C(=O)c5ccoc5)CC4)n3n2)cc1	0.5	20.1	-24.6	19.3	14.1	3.7	-1.3	-4.2	16.9	5.3	18.7
COc1ccc(C(=O)Nc2ccc(-c3n[nH]c(=S)o3)cc2)cc1	-16.2	-15.7	-10.5	20.5	-8.0	12.0	-32.9	-15.8	-20.1	-0.8	16.6
O=[N+]([O-])c1cccnc1Oc1cccnc1	-0.9	-9.4	-1.1	6.4	-6.3	4.2	16.5	1.6	-0.3	-27.5	-14.7

A portion from the list above:
SMILES	Shn3 3UTR inh	LRH-1 inv ag	TROY NFkB inh	SRC1 inh	TWEAK Fn14 block	KKLEB tox	SRC3 inh	CF NFkB inh	COUP-TFII inh	EBV LMP1 NFkB	C8 TRAIL sens
COc1ccc(C(=O)Nc2ccc(-c3n[nH]c(=S)o3)cc2)cc1	-16.2	-15.7	-10.5	20.5	-8.0	12.0	-32.9	-15.8	-20.1	-0.8	16.6
O=[N+]([O-])c1cccnc1Oc1cccnc1	-0.9	-9.4	-1.1	6.4	-6.3	4.2	16.5	1.6	-0.3	-27.5	-14.7

Continuation:
SMILES	Shn3 3UTR inh	LRH-1 inv ag	TROY NFkB inh	SRC1 inh	TWEAK Fn14 block	KKLEB tox	SRC3 inh	CF NFkB inh	COUP-TFII inh	EBV LMP1 NFkB	C8 TRAIL sens
COc1ccc(-c2nn(-c3ccccc3)cc2C(=O)NCC(c2cccs2)N2CCOCC2)cc1 (stereo unspecified)	16.1	5.0	0.8	-25.5	4.3	-4.3	-12.6	-4.9	-25.1	12.2	18.2
Cn1c(SCc2ccccc2Br)nc2ccccc2c1=O	33.3	-0.6	32.4	7.4	24.8	-5.2	7.1	21.7	-6.0	3.3	9.3
COc1cc(OC)cc(C(=O)NCCCN2CCN(CCCNC(=O)c3cc(OC)cc(OC)c3)CC2)c1	15.1	-0.8	-3.3	15.5	-17.3	0.5	15.6	-6.4	1.5	34.9	6.9
Cc1ccccc1C(=O)Nc1ccc2c(c1)nc(CCNC(=O)c1ccco1)n2C	-22.9	-0.1	15.7	-4.2	-16.7	9.9	-0.9	-11.3	-21.6	4.1	-9.2
CCCN1CCC(NC(=S)Nc2ccc(C(=O)OCC)cc2)CC1	7.9	-6.6	2.9	2.2	22.5	-2.9	1.8	7.6	10.9	0.4	11.4
CC(C)N(Cc1cc2ccccc2[nH]c1=O)C(=O)C1CCCCC1	-7.2	-0.2	18.6	0.8	11.2	1.2	6.5	-8.0	-12.2	4.0	8.6
CCCCCCC(C)OC(=O)c1ccccc1C(=O)O (stereo unspecified)	-14.0	-15.8	-0.4	-25.0	6.1	1.4	19.1	7.0	-17.7	2.2	-8.2
COc1ccc(-c2nsc(SCC(=O)NCc3ccc4c(c3)OCO4)n2)cc1	-33.5	-22.1	-14.0	-23.9	2.4	2.1	-11.6	2.9	0.8	-13.6	0.8
O=C(NCc1ccc2c(c1)OCO2)c1cc(-c2ccccc2)c(N2CCOCC2)s1	-9.6	1.5	0.2	-25.3	-2.5	-7.7	21.9	-6.5	nt	0.9	4.9
COc1cccc(-c2nn(C)c3sc(C(=O)N4CCN(c5ccccc5)CC4)cc23)c1	36.3	-11.7	-3.5	13.4	6.0	3.8	14.9	0.5	13.6	-0.6	2.7
COC(=O)c1ccc(C(=O)N2CCCC(CNC(=O)c3ccccc3Cl)C2)cc1 (stereo unspecified)	-29.0	3.0	-29.8	-1.6	-44.9	0.8	-0.7	-2.9	-2.8	10.9	-4.5
S=c1[nH]nc(NCCCN2CCOCC2)s1	-11.6	16.5	1.5	-5.1	-8.3	12.7	20.7	-10.1	-6.7	-2.1	1.2
COc1ccc(CN2CC(=O)N3[C@H]4c5ccc(OC)cc5OC[C@@H]4[C@H](c4ccccc4)[C@]3(C)C2=O)cc1	26.6	8.0	-4.2	5.2	0.0	-8.1	-24.2	8.1	1.4	-8.0	0.4
COc1cccc2sc(NNC(=O)C3COc4ccccc4O3)nc12 (stereo unspecified)	6.2	3.5	-3.3	-4.8	-14.3	0.3	-6.7	9.2	-28.8	-3.0	-1.7
O=C(CCCC(=O)OCC(Cl)=C(Cl)Cl)Nc1cccc2ccccc12	3.8	-19.6	13.4	17.1	1.6	-5.6	13.8	8.9	-26.2	-4.1	-6.2
COc1cccc(/C=N/NC(=O)c2ccc(=O)[nH]n2)c1O	nt	-16.7	-28.1	-10.1	-6.6	10.2	-2.2	-3.0	-12.3	3.4	17.6
C/C(N)=C(/C#N)C(=O)CSc1nncn1-c1ccccc1	-5.9	-4.4	-21.0	8.9	7.7	-15.4	-4.8	4.7	-26.2	-9.3	14.4
OCc1c(OCc2cccc(F)c2)ccc2ccccc12	-92.8	-53.0	-43.5	-39.8	-8.4	-8.8	-55.0	7.8	-10.6	-30.1	-5.1
CC(CC(=O)NCc1ccc(Cl)cc1)S(=O)(=O)c1ccc2c(c1)NC(=O)CO2 (stereo unspecified)	6.0	6.5	2.0	-10.6	1.0	0.4	-15.2	-4.4	-0.4	2.4	1.8
C(#CCN1CCCC1)CC(c1ccccc1)c1ccccc1	-0.2	13.3	4.0	-10.8	12.4	-0.6	22.4	12.4	-15.9	-11.0	7.2
CCCCS(=O)(=O)/C=C/[C@H]1[C@H](S(=O)(=O)CCCC)[C@H]2C=C[C@@H]1C2	-30.1	-12.1	-6.7	-6.1	10.6	7.5	12.9	4.9	11.6	5.5	-1.7
COc1ccc(S(=O)(=O)NNC(=O)c2cc3c4ccccc4n(C)c3s2)cc1	11.5	-10.3	4.7	-9.0	-0.1	-36.2	-7.9	15.0	6.2	2.9	8.4
Cn1ncc(Cl)c1C(=O)N/N=C/c1cccc(OC2CSC2)c1	-59.7	31.1	-15.8	12.1	-4.2	-1.2	6.2	0.4	14.8	5.5	7.3
NC(=O)C1CCCN(C(=O)c2ccc3nc(Cc4cccc(Cl)c4)oc3c2)C1 (stereo unspecified)	-6.1	-0.6	-10.2	4.5	-1.0	-11.8	-4.2	-12.5	-12.4	0.4	4.5
COCc1nnc(NC(=O)CCCOc2ccccc2)s1	-8.2	-11.6	-4.1	-0.5	7.3	3.5	-0.1	-7.3	4.6	-1.0	-5.0
O=C(O)c1ccc(COc2ccc(CO)cc2Cl)cc1	-54.4	-71.4	-40.9	-48.4	15.5	-0.8	-19.2	-11.4	-15.2	-8.3	1.9
COc1ccc(-c2nnc(SCC(=O)NC3CC3)o2)c(OC)c1	-15.0	-34.1	19.4	-19.8	-5.3	5.7	-19.3	3.8	-4.0	-7.3	1.3
COc1ccc(OC)c(N(CC(=O)NCCSCc2ccco2)S(=O)(=O)c2ccc(OC)c(OC)c2)c1	7.8	7.2	8.7	-7.3	28.9	4.7	17.1	-1.3	-6.8	-2.9	-5.9
Cc1ccc(/C=N/Nc2nc3ccccc3[nH]2)s1	-27.3	-113.3	-57.3	-162.6	50.3*	4.4	-86.1	-41.5	-12.8	-118.4	13.5
CCOc1ccc(CN(C)C(=O)CNC(=O)c2cc(OC)c(OC)c(OC)c2)cc1	7.1	1.3	12.6	-6.6	4.7	-7.3	-17.7	1.6	-4.9	-3.5	-3.1
COc1ccccc1N1CCN(C(=O)c2cc3c(s2)-c2ccccc2OC3)CC1	-15.4	-21.7	8.9	4.4	12.8	12.9	-59.0	4.0	-2.8	-0.7	-10.6
N#C/C(=N/Nc1ccc([N+](=O)[O-])cc1)C(=N)N1CCCCC1	-54.4	-81.6	-13.1	-93.3	0.7	11.6	-75.9	-9.9	-42.4	-45.7	9.6
CCOC(=O)N1CCN(c2c(NCCN(C)Cc3ccccc3)c(=O)c2=O)CC1	-11.5	16.1	7.9	-6.0	4.3	9.8	-1.4	7.5	9.5	2.7	8.8

The list is partial; rates above refer to the full screens.
